Source: PubChem (National Center for Advancing Translational Sciences (NCATS))
KDM5B inhibitor = KDM5B demethylase inhibition; Q9UGL1; KDM5B demethylase, FDH-coupled NADH fluorescence (FDH is formaldehyde dehydrogenase); Potency, µM (series often up to 57.7 µM), for inactives: top-dose activity change, negative = inhibition, usual class: inhibitors; hit rate 2.6% among 220,000; AID 1347165; active = well fitted inhibition curve with a large enough effect; inconclusive = small, poorly fitted or top-dose-only effect; inactive = no such curve, though single readings can be large or run the other way; note: 0% is about no effect; nearly all actives have a fitted effect of over 70% in size
Target sequence (Q9UGL1 whole entry, looked up): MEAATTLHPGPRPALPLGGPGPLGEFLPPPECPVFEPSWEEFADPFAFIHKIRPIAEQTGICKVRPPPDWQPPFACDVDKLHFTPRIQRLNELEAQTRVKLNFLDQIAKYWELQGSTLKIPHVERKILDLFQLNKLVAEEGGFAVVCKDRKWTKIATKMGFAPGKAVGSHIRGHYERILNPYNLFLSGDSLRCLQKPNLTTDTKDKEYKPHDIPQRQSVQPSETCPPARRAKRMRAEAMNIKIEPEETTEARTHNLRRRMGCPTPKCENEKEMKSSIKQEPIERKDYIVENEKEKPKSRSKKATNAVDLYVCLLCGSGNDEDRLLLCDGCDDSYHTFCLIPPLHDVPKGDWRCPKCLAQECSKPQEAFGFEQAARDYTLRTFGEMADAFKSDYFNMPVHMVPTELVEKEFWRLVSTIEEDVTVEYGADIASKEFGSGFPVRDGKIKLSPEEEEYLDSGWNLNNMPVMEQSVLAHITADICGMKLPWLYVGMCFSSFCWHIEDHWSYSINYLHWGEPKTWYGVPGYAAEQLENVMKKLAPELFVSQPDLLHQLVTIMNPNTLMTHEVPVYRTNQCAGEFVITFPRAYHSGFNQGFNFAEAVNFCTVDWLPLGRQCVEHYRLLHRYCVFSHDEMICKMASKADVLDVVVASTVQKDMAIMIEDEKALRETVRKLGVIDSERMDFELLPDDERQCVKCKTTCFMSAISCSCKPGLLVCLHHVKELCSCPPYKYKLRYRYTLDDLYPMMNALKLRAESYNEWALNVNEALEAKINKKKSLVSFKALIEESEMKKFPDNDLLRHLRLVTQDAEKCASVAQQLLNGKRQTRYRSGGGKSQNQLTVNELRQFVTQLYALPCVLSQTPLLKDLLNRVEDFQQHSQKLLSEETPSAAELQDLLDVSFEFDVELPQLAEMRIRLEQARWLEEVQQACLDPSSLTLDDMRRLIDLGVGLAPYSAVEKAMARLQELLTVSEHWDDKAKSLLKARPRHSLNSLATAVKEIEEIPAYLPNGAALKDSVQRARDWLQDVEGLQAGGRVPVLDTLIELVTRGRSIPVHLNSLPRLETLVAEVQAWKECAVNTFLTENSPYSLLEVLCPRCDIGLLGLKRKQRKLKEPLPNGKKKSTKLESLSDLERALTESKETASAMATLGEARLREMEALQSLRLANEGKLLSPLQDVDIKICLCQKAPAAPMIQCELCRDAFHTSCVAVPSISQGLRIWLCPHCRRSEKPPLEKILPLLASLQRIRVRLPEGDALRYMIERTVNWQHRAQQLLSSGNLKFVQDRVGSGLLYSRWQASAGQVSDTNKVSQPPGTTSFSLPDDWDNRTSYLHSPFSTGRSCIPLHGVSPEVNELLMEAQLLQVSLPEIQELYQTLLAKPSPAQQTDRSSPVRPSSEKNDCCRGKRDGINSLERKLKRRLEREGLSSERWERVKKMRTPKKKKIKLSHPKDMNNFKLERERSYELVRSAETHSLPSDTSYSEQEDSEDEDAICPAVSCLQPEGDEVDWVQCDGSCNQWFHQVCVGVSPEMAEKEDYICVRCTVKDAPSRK
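KDM5BΔAP (200 nM final) in 50 mM HEPES pH 7.5, 0.01% Tween-20 was preincubated 10 min at RT with compound over a concentration range. Substrate mix (H3K4me3 12.5 µM, α-KG 25 µM, Fe²⁺, ascorbate, NAD⁺, FDH) was added, and NADH fluorescence change over 30 min gave dose-response curves.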
An asterisk follows results filed as active; i = inactive; ? = inconclusive; [ ] = another dose, or the depositor's remark. Potency is the fitted concentration of half-maximal effect. Some of the compounds tested; the hit share may differ from the screen's.

KDM5B inhibitor | mol
35%[activator] | CCc1ccc(C(=O)N2CCN(C(=O)c3nnn4c3COC(c3ccc(Cl)cc3)C4)CC2)cc1 (stereo unspecified)
-7% | CCCNC(=O)C1COC2(CCN(C(=O)Cc3ccccc3)CC2)N1C(=O)c1ccc(OC)cc1 (stereo unspecified)
40µM* | CC1(CCCCc2ccccc2)COc2ccc(C(=O)NC3CCC(O)CC3)cc2N1 (stereo unspecified)
-10% | CC(C)(C)n1nnnc1C1CC2(CCOCC2)C(=O)N1CCc1nc2ccccc2[nH]1 (stereo unspecified)
-27% | CCc1ccc(OCc2ccc(C(=O)OC)o2)cc1
-14% | O=C(NCc1ccccc1F)c1ccc2c(c1)CN(Cc1ccsc1)CCO2
16% | Cc1cc(S(=O)(=O)N2CCCC2c2noc(COc3ccc(F)cc3)n2)ccc1F (stereo unspecified)
-1% | COc1ccc2nc(NC(=O)c3nc(SCc4cccc(C)c4)ncc3Cl)sc2c1
35%[activator] | COC(CNC(=O)CN1CCN(Cc2ccccc2F)C1=O)OC
11% | COc1ccc(/C=C/C(=O)C2(C)CCCCC2)cc1
? | Cc1ccc(S(=O)(=O)NC[C@H]2O[C@@H](CO)[C@@H](O)[C@H]2N2CCN(c3ncccn3)CC2)cc1
-10% | Cc1ccc2nc(-c3ccccc3)cc(C(=O)Nc3cccnc3)c2c1
17% | O=C(NCCc1ccccn1)C1CCCN1S(=O)(=O)c1ccc(Cl)cc1 (stereo unspecified)
19% | CCOC(=O)c1cc(C)n(CC(=O)N2CCCOCCNC(=O)CC2)c1C
-19% | CCOC(=O)c1ccc(NC(=O)C2CCN(C(=O)N3CC(C)Oc4ccc(C)cc43)CC2)cc1 (stereo unspecified)
3%[115 µM] | C[S+](=O)([O-])N1CC2(CCN(Cc3cccc(C(N)=O)c3)C2)Cc2ccccc21 (stereo unspecified)
-6% | Cc1cc(C)n(-c2nnc(Nc3cc(Cl)ccc3C)c3ccccc23)n1
3% | CCc1noc(-c2cn(C3CCCN(C(=O)COc4ccc(F)cc4)C3)nn2)n1 (stereo unspecified)
-7%[86.2 µM] | Oc1ccccc1CN1CCOC[C@H]1c1ncc(-c2ccc(F)cc2)[nH]1
19% | COCCCN1C(=O)CC(CC(=O)N2CCC(C(O)c3ccccc3)CC2)(c2ccccc2C)C1=O (stereo unspecified)
22% | O=S(=O)(c1ccccc1)N1CCCC(Cn2c(C3CC3)nc3cccnc32)C1 (stereo unspecified)
-13%[86.2 µM] | CN1C(=O)CO[C@H](c2ccc(NC(=O)C(C)(C)C)cc2)[C@H]1CO
182%[activator] | CCc1cccc(NC(=O)c2ccc3c(c2)N(C)C2CCCN2C3=O)c1 (stereo unspecified)
? | CN(Cc1nc(-c2cccnc2)no1)C(=O)CC1COCCN1 (stereo unspecified)
-4% | O=C(NCc1ccccc1Cl)C(=O)NCC(c1ccco1)S(=O)(=O)c1cccs1 (stereo unspecified)
-2%[115 µM] | O=C(c1ccc(C(F)(F)F)cc1)N1CCn2c(nnc2-c2ccc(Cl)cc2)C1
? | Clc1ccc(-c2cnc([C@@H]3COCCN3C3CCCCC3)[nH]2)s1
18% | Cc1cc(Cl)ccc1S(=O)(=O)N1C[C@@H](F)C[C@H]1C(=O)N1CCCCC1
-14% | COc1cc(Cl)ccc1C(=O)N1CC2CC(C1)[C@H]1CCCC(=O)N1C2 (stereo partly specified)
34%[activator] | O=C(CCCc1ccccc1)Nc1ccnn1C1CCN(C(=O)CCN2CCCC2=O)CC1

The last 7 entries of the section before open the next one:
KDM5B inhibitor | mol
? | CN(Cc1nc(-c2cccnc2)no1)C(=O)CC1COCCN1 (stereo unspecified)
-4% | O=C(NCc1ccccc1Cl)C(=O)NCC(c1ccco1)S(=O)(=O)c1cccs1 (stereo unspecified)
-2%[115 µM] | O=C(c1ccc(C(F)(F)F)cc1)N1CCn2c(nnc2-c2ccc(Cl)cc2)C1
? | Clc1ccc(-c2cnc([C@@H]3COCCN3C3CCCCC3)[nH]2)s1
18% | Cc1cc(Cl)ccc1S(=O)(=O)N1C[C@@H](F)C[C@H]1C(=O)N1CCCCC1
-14% | COc1cc(Cl)ccc1C(=O)N1CC2CC(C1)[C@H]1CCCC(=O)N1C2 (stereo partly specified)
34%[activator] | O=C(CCCc1ccccc1)Nc1ccnn1C1CCN(C(=O)CCN2CCCC2=O)CC1
2%[86.2 µM] | O=c1c2nc(-c3cccc(O)c3)ccc2ncn1-c1ccccc1
-18% | O=C1CCN(Cc2ccc(F)cc2F)CCCC(c2nc(-c3cnccn3)no2)CCN1 (stereo unspecified)
? | COc1cccc(Cn2c(=O)c3ccnn3c3ccc(C(=O)NCCCN(C)C)cc32)c1
-28% | CCOC(=O)C1=C(C)N=C2SC=C(CC(=O)NC3CC3)N2C1c1cccc(OC)c1OC (stereo unspecified)
4% | CC1CCN(C(=O)CSc2nnc(-c3ccco3)n2N)CC1
13% | CCc1ccc(Nc2ccc3nonc3c2[N+](=O)[O-])cc1
? | Cc1ncsc1CN1CC[C@@H]2C(=O)NCCCCCCN(Cc3ccncc3)[C@@H]2C1
12% | c1cncc(-c2nc(N3CCC3)c3ccccc3n2)c1
? | Cc1cc(=O)[nH]c2nnnn12
1% | CCN(C(=O)c1sc2nc3n(c(=O)c2c1C)CCCCC3)c1ccc(OC)cc1
-20% | Cc1csc(NC(=O)c2ccc3ccccc3n2)n1
6% | CCOC(=O)c1c(C)[nH]c(C)c1C(=O)COC(=O)c1ccc(S(=O)(=O)C(F)F)cc1
-4% | COc1ccsc1C(=O)NCCN1CCOCC1
? | O=C(NC1CCCCC1)O[C@@H]1CO[C@H]2[C@@H]1OC[C@@H]2n1nnnc1SCc1ccco1
-21% | COc1cc(/C=N/OCc2cccc(Br)c2)cc(OC)c1OC
? | COc1ccc(CNC(=O)C2CCN(Cc3nc(-c4ccc(OC)c(OC)c4)oc3C)CC2)cc1
16% | O=C1CCN=C(S/C(=C/c2ccc(Cl)cc2)C(=O)O)N1
10% | CCOC(=O)c1sc2nc(CC(=O)OC)nc(Nc3ccc(Cl)cc3)c2c1C
-7% | O=c1[nH]c(C2CCN(S(=O)(=O)c3ccc(C(F)(F)F)cc3)CC2)nc2c1nnn2Cc1cccc(F)c1
? | COc1cc(/C=C(/C#N)c2nc3ccccc3[nH]2)ccc1OC(F)F
1% | Cc1cccc(NC(NC(=O)c2ccc(Cl)cc2)C(Cl)(Cl)Cl)c1 (stereo unspecified)
0% | CC(C)Cc1cc(C(=O)N2C[C@H](C3CC3)[C@@H](N)C2)n(C)n1
? | Cc1ccc(-c2nn3c(C)nnc3c3ccccc23)cc1S(=O)(=O)NCCO
9%[86.2 µM] | Cc1cc2cc(-c3c(C)noc3C)nc(NCc3cccnc3)c2o1
18% | CCCc1cc(CNC(=O)c2ccc(N(C)C)nc2)on1
-15% | O=C(NCC1CN(C(=O)CCc2ccccc2)CC12CN(c1ccccc1)C2)c1ccccc1 (stereo unspecified)
? | CCN(CC)c1ccc(C(=O)NCc2nnc3cc(-c4nc(C5CC5)no4)ccn23)cc1
12% | COCc1nnc(NC(=O)C2CC(=O)N(CCc3c[nH]c4ccc(Cl)cc34)C2)s1 (stereo unspecified)
-29% | COc1cccc(CC(=O)N2CCOCCNC(=O)[C@@H]3CCCC[C@@H]32)c1
-30%[115 µM] | CN1CC(=O)N(C2CCNCC2)Cc2c(NCCc3cccc(F)c3)ncnc21

Pulled by compound from the list above (four):
KDM5B inhibitor | mol
-6% | Cc1cc(C)n(-c2nnc(Nc3cc(Cl)ccc3C)c3ccccc23)n1
? | COc1cc(/C=C(/C#N)c2nc3ccccc3[nH]2)ccc1OC(F)F
-10% | CC(C)(C)n1nnnc1C1CC2(CCOCC2)C(=O)N1CCc1nc2ccccc2[nH]1 (stereo unspecified)
34%[activator] | O=C(CCCc1ccccc1)Nc1ccnn1C1CCN(C(=O)CCN2CCCC2=O)CC1

Next section
KDM5B inhibitor | mol
15% | O=C(NCCN1CCN(S(=O)(=O)c2ccc3ccccc3c2)CC1)C(=O)Nc1ccccc1
? | NS(=O)(=O)c1ccc(-c2ccc(/C=N/Nc3ccc(S(=O)(=O)Nc4ccccc4)cc3[N+](=O)[O-])o2)cc1
-17% | O=C(Nc1ccc2c(N3CCCC3)ncnc2c1)c1ccccc1Br
5% | O=C(O)c1cccc(NC(NC(=O)c2cccs2)C(=O)c2ccccc2)c1 (stereo unspecified)
5% | CC(C)(C)C(=O)N1CCN(c2ccc(NC(=O)c3ccco3)cc2)CC1
? | Cc1cc(NC(=O)N2Cc3cccn3-c3ccccc32)ccc1Br
i | O=C(Nc1ccc2c(c1)OCCO2)c1cccc(C(=O)Nc2ccc3c(c2)OCCO3)c1
-6% | O=C1C2(CCCC13COC(c1ccc(O)cc1)OC3)COC(c1ccc(O)cc1)OC2 (stereo unspecified)
-14% | CCCCCCCOC(=O)Nc1ccc(C)cc1
-1% | COc1ccc(C(=O)N2CCCC(c3nn(C)c(=O)n3C3CCCC3)C2)cn1 (stereo unspecified)
? | CCc1c(C)c2ccc3c(c2oc1=O)CN(Cc1ccccc1)CO3
-27% | CC(=O)NCc1ccc(S(=O)(=O)N2CCN(c3ccccn3)CC2)cc1
23% | COCC(=O)N1CCC2(CCN(Cc3cc(C4CC4)n[nH]3)CC2)C(CO)C1 (stereo unspecified)
-3% | O=C(c1ccc(-c2cccnc2)nc1)N1CCCC(c2ccccc2)CC1 (stereo unspecified)
28% | CSc1ccc(C(C)NC(=O)C(C)C)cc1 (stereo unspecified)
12% | COc1ccc(C2=C(C)C(N3CCC(C(=O)Nc4cc(C)ccc4C)CC3)=NS2(=O)=O)cc1
-34% | CCOC(=O)c1c(-c2ccccc2)oc2ccc(OCc3ccccc3Br)cc12
2% | CCN(CC)CCn1c(C)nc2ccccc21
-12% | COc1ccccc1NC(=O)Nc1nc(CC(=O)NCC2CCCCC2)cs1
-8% | CCOc1ccccc1NC(=O)CC[C@H]1NC(=O)c2ccccc2NC1=O
10% | Cc1ccc(C(=O)NCc2ccc(N3CCN(C)CC3)nc2)o1
? | CC(Sc1nc(NC2CC2)c2ccccc2n1)C(=O)N(C)C (stereo unspecified)
-12% | O=C(O)C[C@@H]1CCN(C(=O)c2ccccc2)C[C@@H]1CCN1CCN(c2ccccn2)CC1
5% | O=C(CCC1CCCC1)NCc1cccnc1
-19% | O=C(Cc1ccccn1)N1CCC(c2nn(-c3ccc(Cl)cc3)c(=O)[nH]2)CC1
-17% | CCc1ccc(-n2nc3cc(C)c(NC(=O)c4cc(OC)cc(OC)c4)cc3n2)cc1
17% | CCCc1nnc(NC(=O)c2cc(=O)c3ccc(C)c(C)c3o2)s1
13% | Cc1cc(C)c2oc(C(=O)Nc3sc4c(c3C(=O)NCc3ccco3)CCCC4)cc(=O)c2c1
-24% | O=C(O)[C@@H]1CN(C(=O)c2ccc(=O)[nH]c2)C[C@H]1c1ccc2c(c1)OCO2
? | Cc1cnc(CCNC(=O)c2n[nH]c3ccccc23)n1C1CCCC1
15%[11.5 µM] | CCCOc1ccc(C2c3c(oc4ccccc4c3=O)C(=O)N2c2nc(C)c(C(=O)OCC)s2)cc1 (stereo unspecified)
15% | O=C1CCN(Cc2cccnc2)CCCC(C(=O)NC2CCCC2)CCN1 (stereo unspecified)
7% | Cc1cc(C)c(NC(=O)Cn2c(=O)n(Cc3ccc(C(=O)NCc4ccc5c(c4)OCO5)cc3)c(=O)c3ccccc32)c(C)c1
-1% | CC1CCC2(CC1)N=C(c1ccc(Cl)cc1Cl)C(=S)N2 (stereo unspecified)
-21% | Cc1cc(SCC(=O)NN)c2cc(Br)ccc2n1
-4% | COCCN1CCC2(CCC1=O)CCN(C(=O)c1sc(C)nc1C)CC2
-20% | COc1ccc(-c2nn(-c3ccc(C)c(Cl)c3)c3c2cnc2cc(OC)c(OC)cc23)cc1
-26% | CCC[C@@H]1CN(c2nc(C(=O)OCC)co2)C[C@H]1NS(C)(=O)=O
-10% | COCCC1(C(=O)O)CCCN(Cc2ccc3c(c2)CC(C)(C)O3)C1 (stereo unspecified)
5% | O=c1c2cnc(N3CCc4ccccc4C3)nc2ccn1-c1ccccc1F
1% | CCNC(=O)c1cccnc1OC1CCN(C(=O)c2ccccc2Cl)C1 (stereo unspecified)
? | CCOc1ccccc1CN1CCC2(CCN(C(=O)C(C)(C)C)CC2)Oc2ccccc21
? | CCOc1ccc(/C=C/c2nc(C#N)c(NCCN3CCOCC3)o2)cc1
-1% | Cc1c(C(=O)N2CCC(C)CC2)c(S(=O)(=O)Nc2ccc(OC(F)(F)F)cc2)c(C)n1C
8% | COc1ccc(NC(=O)N2CC(C(=O)N(C)C)C3(CCOCC3)C2)c(C)c1 (stereo unspecified)
13% | COc1ccc(C(=O)c2ccc(Br)cc2)cc1C
-9% | CC(=O)c1cccc(NC(=O)C2CCN(C(=O)c3cccs3)CC2)c1
-13% | CCCCn1c(=O)[nH]c(=O)c2c1nc(CSc1nnnn1-c1ccc(C)cc1)n2CC
13% | O=S(=O)(O)NCC(O)CCl (stereo unspecified)
-15% | CC(C(=O)Nc1ccc(F)cc1F)N1CCC(C(=O)NCc2ccccc2)CC1 (stereo unspecified)
2% | Cc1[nH]c2ccccc2c1C(=O)C(Cl)c1ccccc1 (stereo unspecified)
51%[activator] | O=C(N/N=C1\CC2CCC1C2)c1ccccc1Br (stereo unspecified)
-9% | COc1cccc(NC(=O)C(=O)NCCc2sc(-c3ccc(Cl)cc3)nc2C)c1
-29%[86.2 µM] | O=C(Nc1cccc(Cl)c1)c1ccnc(-c2nnc3ccc(N4CCOCC4)nn23)c1
